# Screening results deposited in PubChem by several laboratories.
# PGE2 EP2 inh: inhibitors of human EP2 prostaglandin E2 receptor | P43116 | C6 glioma cells expressing human EP2, cAMP TR-FRET; cells stimulated with saturating PGE2 | inhibition, % at 25 µM | 0.52% of 260,000 active;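 active means percent inhibition above 40 after rounding to a whole number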;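 further: rat C6 glioma host cells with rolipram phosphodiesterase inhibitor present; the protocol text gives 20 µM as final concentration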
# S1P4 agonist: activates the human S1P4 receptor; activation, % at 4.98 µM; 0.35% of 220,000 active; S1P4-expressing cell line, agonist reporter assay; in the data active means activation above about 11%;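 further: 0% = DMSO vehicle and 100% = reference agonist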
# NPY2 pot ag: potentiates or activates human NPY-Y2 receptor | cells expressing NPY-Y2, potentiator/agonist read-out | activation, % at 3.6 µM | 0.45% of 220,000 active; in the data active means activation above about 27%;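 further: cells stimulated with NPY near EC25 plus isoproterenol at EC100; 0% = vehicle plus submaximal agonist and 100% = vehicle plus saturating agonist; some results beyond the cut were filed as inactive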
# Target sequence (P49146 whole entry, looked up): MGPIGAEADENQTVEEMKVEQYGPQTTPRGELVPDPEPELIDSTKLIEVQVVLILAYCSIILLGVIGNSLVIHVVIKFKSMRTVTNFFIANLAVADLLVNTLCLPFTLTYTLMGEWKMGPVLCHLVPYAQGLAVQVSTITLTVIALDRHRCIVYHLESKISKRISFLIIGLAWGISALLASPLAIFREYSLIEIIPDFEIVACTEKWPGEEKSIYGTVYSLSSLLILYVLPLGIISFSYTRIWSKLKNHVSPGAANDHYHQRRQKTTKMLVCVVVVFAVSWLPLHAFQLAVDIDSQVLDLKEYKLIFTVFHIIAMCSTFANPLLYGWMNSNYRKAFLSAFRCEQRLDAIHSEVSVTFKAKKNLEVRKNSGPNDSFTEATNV
# NPY Y1 blocker: NPY-Y1 (human) receptor antagonism; P25929; HEK293-CNG Y1 cells, membrane potential fluorescence; NPY at EC95, then isoproterenol; inhibition, % at 3.6 µM; 1% of 200,000 active;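 active means inhibition above the campaign mean inhibition of all tested compounds plus 3 SD, cut at about 20% in these data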;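 further: 0% = DMSO wells given NPY plus isoproterenol and 100% = isoproterenol alone without NPY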
#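 Assay system: HEK293 Y1/CNG channel cell line; Doses: single compound dose of 3.6 µM, 0.4% DMSO; Timing: dye 3 h, compound 60 min room temperature, stimulation 45 min; Technique: Membrane-potential fluorescent dye readout; Measure: % inhibition of NPY effect.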
# EP2 mod: modulates human prostaglandin E2 receptor EP2 signaling; P43116; EP2-expressing cells, cAMP HTRF FRET, PGE2 co-stimulation; induction, % at 25 µM; 0.83% of 260,000 active;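 active means compounds whose cAMP rise, as percent of the full-agonist control response, exceeds 60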;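 further: rat C6 glioma line stably carrying human EP2 under a CMV promoter; the protocol text gives 20 µM as final concentration; 100% = response of wells given 1 µM PGE2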
# NPY-Y1 PAM-ag: potentiates or activates human NPY-Y1 receptor. NPY-Y1 expressing cells, potentiator/agonist activation. activation, % at 3.6 µM. 0.37% of 220,000 active; in the data active means activation above about 33%, passing the limit was not always enough;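 further: cells stimulated with NPY at EC10 then isoproterenol at EC100; 0% = low agonist plus stimulus and 100% = saturating agonist plus stimulus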
# p97 inhibitor: blocks human p97 ATPase activity. 0.42% of 220,000 active. recombinant p97 ATPase, Kinase-Glo ATP luminescence, 3 h. P55072. inhibition, % at 8 µM; in the data active means inhibition above about 15%;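 further: 0% = DMSO vehicle and 100% = wells lacking enzyme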
# S1P4 antag: blocks the human S1P4 receptor; O95977; S1P4-expressing cells, antagonist mode, reporter read-out; inhibition, % at 4.98 µM; 0.26% of 220,000 active; in the data active means inhibition above about 29%;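 further: 0% = wells stimulated with agonist and 100% = vehicle wells without agonist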
# eIF4E 4G PPI: eIF4E/eIF4G interaction inhibition in translation initiation; P63073+Q04637; TR-FRET eIF4E-eIF4GI(517-606) binding, 2 h; inhibition, % at 21.7 µM; 0.37% of 220,000 active; AID 782;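 active means inhibition above about 30%, limit read from the data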;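 further: 0% = full FRET control wells and 100% = background wells lacking eIF4GI fragment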
# Active calls of the source: *; nt = not tested or not shown; & = joins results of further samples; [ ] = dose if it differs, or a comment.
SMILES,PGE2 EP2 inh,S1P4 agonist,NPY2 pot ag,NPY Y1 blocker,EP2 mod,NPY-Y1 PAM-ag,p97 inhibitor,S1P4 antag,eIF4E 4G PPI
CCCCCSc1cc(O)c(C(CNC)C(C)C)cc1OC (configuration not stated),4,0.3,14,9,-54,-5,6,7,1
CN(C)c1ccc(NC(=O)CN2C(=O)CN=C(c3ccccc3)c3cc(Cl)ccc32)cc1,13,1.9,19,-5,-18,33,10,2,7
CCCCn1c(O)c(C(C)=Nc2cccc(C(=O)O)c2)c(=O)[nH]c1=O,3,-2.5,-17,5,30,-6,3,-4,-6
Cc1cc(OCC(=O)NC2CCS(=O)(=O)C2)c2c3c(c(=O)oc2c1)CCC3 (configuration not stated),8,-1.1,-8,-3,4,3,2,-20,5
O=C1CSC2N1CCNC21CCCCC1 (configuration not stated),9,0.7,-2,0,26,-5,-5,-12,0
COc1ccccc1-n1c(O)c(/C=N/N2CCCCC2)c(=O)n(-c2ccccc2OC)c1=S,11,1.8,-1,nt,6,10,3,-1,-3
CN(C)CC#CCOCCOCCC#N,15,-4.8,1,4,12,14,-6,-3,-9
COc1c(C)cc(C(=O)C2CCCN(Cc3cccc(C)n3)C2)cc1C (configuration not stated),4,0.2,-11,1,-37,-31,-9,13,-1
CN1C(=O)C(=Cc2ccccc2Oc2ccc(Cl)cc2)C(=O)N(C)C1=O,14,-0.3,-1,-5,36,4,2,-26,7
CCCCC(=O)N/N=C/c1c(O)n(CC)c(=S)[nH]c1=O,2,1.2,6,2,9,4,5,-16,5
COc1ccccc1-n1c(O)c(C=NCCCn2ccnc2)c(=O)[nH]c1=O,11,0.1,30,1,15,5,2,6,3[fluorescence artefact?]
O=C(COc1ccc2ccccc2c1)N1CCN(CC2CC3C=CC2C3)CC1 (configuration not stated),11,0.0,-27,13,-1,-51,-16,-7,-7
Cc1cccc(NC(=O)N2CCCC2)c1,12,1.6,-8,2,-10,-13,1,15,4
Cc1ccc(C(=O)NC(O)C(Cl)(Cl)Cl)cc1 (configuration not stated),5,0.6,4,0,0,14,4,-27,1
Clc1ccc(CNC2CN3CCC2CC3)cc1 (configuration not stated),15,1.8,-4,5,-12,-7,-1,-34,8[fluorescence artefact?]
Cc1ccc(OCC(=O)N2CCN(C)CC2)c(Br)c1,11,2.1,-8,1,26,16,-6,7,3
Cc1ccc(-n2c(O)c(C=NCCC3=CCCCC3)c(=O)[nH]c2=O)cc1,3,2.0,9,2,4,20,5,-6,-2
CCCNS(=O)(=O)c1ccc(OCC(=O)N2CCN(C)CC2)cc1,12&8,0.2,0,1,-56&22,-24,-5,-24,3
O=C1c2ccccc2C(=O)N1Cc1nc2ccccc2c(=O)n1-c1cccnc1,13,-2.2,5,4,2,-8,3,-4,1[fluorescence artefact?]
O=c1[nH]c(O)c(N=Nc2cc(C(F)(F)F)ccc2Cl)c(=O)[nH]1,5,-2.4,8,0,-56,19,4,-19,-5
Cc1cc(C=C2C(=O)NC(=O)NC2=O)c(C)n1-c1ccncc1,6,-0.1,-3,-1,-16,-14,-5,-30,3
CC1=NN(c2ccccc2)C(=O)/C1=C/c1c(O)[nH]c(=O)[nH]c1=O,3,-0.5,10,1,2,8,5,10,6
O=C(c1ccc(CNS(=O)(=O)c2ccc(Br)cc2)cc1)N1CCC2(CC1)OCCO2,4,1.8,-5,3,12,-6,-2,4,5
O=C1/C(=C/c2ccncc2)N2CCC1CC2,6,0.9,0,-2,16,4,5,0,3
Oc1c(Br)cc(Br)cc1Oc1ccc(Br)cc1Br,10,0.5,1,1,-10,-3,4,26,-3
CCOP1(=S)Oc2cc3c(cc2C(C(=O)OC)(C(F)(F)F)O1)OCO3 (configuration not stated),4,-0.8,-2,-6,44,14,3,3,21
c1ccc2c(CCNCc3ccc4c(c3)OCO4)c[nH]c2c1,11,-0.2,-12,4,-1,-2,-1,-12,4
CC1C(C)N1CC(O)Cn1ccnc1[N+](=O)[O-] (configuration not stated),8,-0.5,-11,nt,-21,-25,-3,15,-3

# Given tab-delimited: part of the list above.
SMILES	PGE2 EP2 inh	S1P4 agonist	NPY2 pot ag	NPY Y1 blocker	EP2 mod	NPY-Y1 PAM-ag	p97 inhibitor	S1P4 antag	eIF4E 4G PPI
CCCCCSc1cc(O)c(C(CNC)C(C)C)cc1OC (configuration not stated)	4	0.3	14	9	-54	-5	6	7	1
CN(C)CC#CCOCCOCCC#N	15	-4.8	1	4	12	14	-6	-3	-9
CC1=NN(c2ccccc2)C(=O)/C1=C/c1c(O)[nH]c(=O)[nH]c1=O	3	-0.5	10	1	2	8	5	10	6
O=C1/C(=C/c2ccncc2)N2CCC1CC2	6	0.9	0	-2	16	4	5	0	3
Clc1ccc(CNC2CN3CCC2CC3)cc1 (configuration not stated)	15	1.8	-4	5	-12	-7	-1	-34	8[fluorescence artefact?]
Cc1ccc(-n2c(O)c(C=NCCC3=CCCCC3)c(=O)[nH]c2=O)cc1	3	2.0	9	2	4	20	5	-6	-2
O=C1c2ccccc2C(=O)N1Cc1nc2ccccc2c(=O)n1-c1cccnc1	13	-2.2	5	4	2	-8	3	-4	1[fluorescence artefact?]

# Some of the compounds tested; count on the stated rates, not on these rows.
